From PubChem
PGK inhibitor: qHTS Assay to Find Inhibitors of Phosphoglycerate Kinase. Phosphoglycerate kinase, glycosomal (Trypanosoma brucei brucei), P07378. PGK/GAPDH coupled, Kinase-Glo luminescence, 60 min. Potency, µM (series often up to 57.5 µM), for inactives: at the highest dose activity change, negative = inhibition, usual class: inhibitors. 380,000 tested, 0.043% active; also: potency is read from the fitted curve at half-maximal effect; % is scaled to controls: 0 for no effect and ±100 for the full control effect; nearly all actives have a fitted effect of over 60% in size
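Luminescent ATP detection (Kinase-Glo Plus) follows a 60-minute room-temperature incubation, with wells lacking PGK as controls. Buffer: 100 mM TEA (pH 7.6), 5 mM MgCl2, 0.01% Tween-20. Coupling enzyme GAPDH (100 nM final) supplies unstable 1,3-BPG in-well.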
BAZ2B block: qHTS Assay for Inhibitors of BAZ2B; Bromodomain adjacent to zinc finger domain protein 2B (Homo sapiens), Q9UIF8; AlphaScreen BAZ2B-H3K14Ac peptide displacement; Potency, µM (series often up to 114 µM), for the others: at the top dose activity change, negative = inhibition, hits mostly inhibitors; 360,000 tested, 4.4% active; AID 504333, 2011; also: potency is read from the fitted curve at half-maximal effect; % is scaled to controls: 0 for no effect and ±100 for the full control effect; nearly all actives have a fitted effect of over 60% in size
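Inhibition is scored as reduced AlphaScreen emission. The BAZ2B/b-H3(5-23)K14Ac complex (50 nM each) in PBS pH 7.4, 0.01% Tween-20 meets compound (up to 110 uM) for 30 min at RT before bead addition.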
JMJD2A Tudor: qHTS Assay for Inhibitors of JMJD2A-Tudor Domain; Potency, µM (doses to about 114 µM), for inactives: at the highest dose activity change, negative = inhibition, usual class: inhibitors; AID 504339, 2011; AlphaScreen JMJD2A-Tudor / H3K4me3 peptide binding; 390,000 tested, 4.4% active; Lysine-specific demethylase 4A (Homo sapiens), O75164; also: potency is read from the fitted curve at half-maximal effect; % is scaled to controls: 0 for no effect and ±100 for the full control effect; nearly all actives have a fitted effect of over 50% in size
GLS inhibitor: qHTS for Inhibitors of Glutaminase (GLS) | Glutaminase kidney isoform, mitochondrial (Homo sapiens), O94925 | GLS enzymatic activity, qHTS titration | Potency, µM (doses to about 45.5 µM), without a hit: top-dose activity change, negative = inhibition, most hits filed as inhibitors | 410,000 tested, 0.21% active | AID 624170, 2012; also: potency is read from the fitted curve at half-maximal effect; % is scaled to controls: 0 for no effect and ±100 for the full control effect
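hKGA in 45 mM KH2PO4 (pH 8.2), 0.02% Tween-20 with compound, then 1mM L-Glutamine (stock as added) plus glutamate oxidase/HRP/Amplex red coupling mix. Fluorescence read initially and after 30 min at RT; signal change reflects glutamate formation.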
ERG-DNA inh: qHTS for Small Molecule Inhibitors of the ERG Ets/DNA interaction; fluorescence polarization, His-ERG Ets domain / labelled DNA; Potency, µM (doses to about 76.9 µM), for inactives: top-dose FP activity, negative = inhibition, usual class: inhibitors; 370,000 tested, 0.028% active; AID 624246, 2012; active = well fitted inhibition curve with a large enough effect in the polarisation, with a control signal flat; inconclusive = small, poorly fitted or top-dose-only effect, or effect the other way, or a change in a side signal; inactive = no such curve, though single readings can be large or run the other way; the % refers to the polarisation;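 also: polarization taken with two DNA probes labelled with fluorescein and Texas red; potency is read from the fitted curve at half-maximal effect; % of control where 0% means no effect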
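His-tagged ERG Ets domain (1 uM in the protein solution; 300mM KCl, 50mM Tris-HCl, 1mM EDTA, 1mM DTT, pH 7.5) received compound, then a probe mix of 5 nM fluorescein-DNA and 100nM Texas-615-DNA. Fluorescence polarization was read for both dyes.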
HP1b binding inh: HTS for Inhibitors of HP1-beta Chromodomain Interactions with Methylated Histone Tails. 390,000 tested, 0.56% active. Potency, µM (doses to about 114 µM), inactives show at the top dose activity change, negative = inhibition, usual class: inhibitors. Chromobox protein homolog 1 (Homo sapiens), P83916. AID 540317, 2011. AlphaScreen HP1-beta / biotin-H3K9me3 peptide binding; also: potency is read from the fitted curve at half-maximal effect; nearly all actives have a fitted effect of over 70% in size; inactives centre near 23
Target sequence (P83916 whole entry, looked up): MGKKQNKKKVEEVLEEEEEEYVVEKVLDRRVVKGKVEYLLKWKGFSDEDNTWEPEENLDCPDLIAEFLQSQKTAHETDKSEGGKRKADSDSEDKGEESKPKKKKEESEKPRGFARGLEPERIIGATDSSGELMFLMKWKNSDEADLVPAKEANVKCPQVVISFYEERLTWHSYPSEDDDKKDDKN
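AlphaScreen: HP1-beta (50 nM) preformed 30 min with biotin-H3(1-18)K9me3 peptide (50 nM) in PBS pH 7.4, 0.01% Tween-20. Compound added for 30 min at RT, then streptavidin donor/nickel chelate acceptor beads (10 ug/mL) for 30 min.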
G9a block: qHTS Assay for Inhibitors of Histone Lysine Methyltransferase G9a; Histone-lysine N-methyltransferase EHMT2 (Homo sapiens), Q96KQ7; Potency, µM (highest dose often 102 µM), for inactives: top-dose activity, negative = inhibition, usual class: inhibitors; G9a H3K9 monomethylation, AlphaScreen, 2 h; 350,000 tested, 8.8% active; also: potency is read from the fitted curve at half-maximal effect; % is scaled to controls: 0 for no effect and ±100 for the full control effect; nearly all actives have a fitted effect of over 75% in size
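Step 1: enzyme (final 20 nM) with compound, 15 min RT. Step 2: substrate peptide 500 nM and SAM 20 uM, 2 h RT. Step 3: anti-H3K9me1 antibody and AlphaScreen beads, 10 min, then plate read.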
Pin1 inhibitor: qHTS Assay to Find Inhibitors of Pin1. Potency, µM (titrated, usually from 115 µM), inactives show at the top dose activity, negative = inhibition, usual class: inhibitors. Pin1 FP peptide displacement, HiFluor488, 10 min. 390,000 tested, 0.009% active; active = well fitted inhibition curve with a large enough effect in the polarisation, with a control signal flat, not every such curve was filed as active; inconclusive = small, poorly fitted or top-dose-only effect, or effect the other way, or a change in a side signal; inactive = no such curve, though single readings can be large or run the other way; the % refers to the polarisation; also: potency is read from the fitted curve at half-maximal effect; % is scaled to controls: 0 for no effect and ±100 for the full control effect
Target sequence (Q13526 whole entry, looked up): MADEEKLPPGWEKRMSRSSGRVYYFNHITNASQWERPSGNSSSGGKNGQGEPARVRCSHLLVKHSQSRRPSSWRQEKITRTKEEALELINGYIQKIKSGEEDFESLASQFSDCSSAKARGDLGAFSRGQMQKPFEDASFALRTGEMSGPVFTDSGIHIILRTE
PI4K2A block: qHTS for small molecular inhibitors of PI4K2A. 420,000 tested, 0.13% active. activity change, negative = inhibition, % at 76.9 µM. AID 1346378, 2018. purified PI4K2A, ADP-Glo luminescence, 1 h; stronger effect = lower value. Phosphatidylinositol 4-kinase type 2-alpha (Homo sapiens), Q9BTU6; in the data active = activity change below about -50%; inconclusive = mostly about -30% to -49%;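 also: -100% = wells without enzyme as full effect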
Target sequence (Q9BTU6 whole entry, looked up): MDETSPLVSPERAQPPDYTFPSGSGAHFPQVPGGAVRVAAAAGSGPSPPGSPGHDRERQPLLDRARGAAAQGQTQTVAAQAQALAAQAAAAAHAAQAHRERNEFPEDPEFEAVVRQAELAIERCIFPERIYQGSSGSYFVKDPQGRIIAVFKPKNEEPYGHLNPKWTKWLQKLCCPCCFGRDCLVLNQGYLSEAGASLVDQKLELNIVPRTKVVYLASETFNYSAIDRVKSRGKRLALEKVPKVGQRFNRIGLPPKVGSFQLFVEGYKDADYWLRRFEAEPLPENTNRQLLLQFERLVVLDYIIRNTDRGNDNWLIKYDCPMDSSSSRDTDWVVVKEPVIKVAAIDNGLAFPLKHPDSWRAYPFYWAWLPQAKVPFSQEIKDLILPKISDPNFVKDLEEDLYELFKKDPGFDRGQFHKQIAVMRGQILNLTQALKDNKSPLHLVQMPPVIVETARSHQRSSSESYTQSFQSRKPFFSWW
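PI4K2A activity was measured by ADP-Glo luminescence: enzyme (4 ug/mL stock) and phosphatidylinositol (1.2 mM stock) in Tris pH 7.5/MgCl2/EGTA/Triton X-100 buffer were reacted with ATP (300 microM stock) for one hour at ambient temperature.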
The depositor's hits bear a star; i = inactive; ? = inconclusive; · = not tested or not shown; & = joins results of further samples; [ ] = another dose, or the depositor's remark. Unless noted, calls follow the shape of the dose curve; as a rule, active = well fitted curve in the direction sought with a large enough effect; inconclusive = small, poorly fitted or top-dose-only effect, or another doubt; inactive = no such curve, though single readings can be large; an effect the other way counts as inactive or inconclusive.

PGK inhibitor	BAZ2B block	JMJD2A Tudor	GLS inhibitor	ERG-DNA inh	HP1b binding inh	G9a block	Pin1 inhibitor	PI4K2A block	canonical_smiles
1%	-4%	-26%	11%	-2%	27%	?	3%	3	COc1ccc(CNc2nc(NCc3ccc(OC)cc3)c3[nH]cnc3n2)cc1
-7%	-28%	-8%	-4%	-7%	26%	-17%	-6%	2	Cc1ccc(Oc2ccccc2NC(=O)CSCC(=O)Nc2cc(C)on2)cc1
-7%	0%	1%	-14%	-14%	44%[activator]	-4%	3%	-4	Cc1ccc(CNC(=O)C2CCCCC2C(=O)O)cc1 (stereo unspecified)
-3%	?	?	4%	-7%	40%	?	-19%	-1	COC(=O)c1cc2c(cc1Cl)SC(=NCCCN1CCOCC1)NS2(=O)=O
0%	-7%	-4%	12%	3%	12%	3%[59 µM]	-1%	0	Clc1ccc(-c2csc(N3CCN(c4ccccc4)CC3)n2)cc1
i	12%	-13%	0%	-1%	24%	·	-1%	2	O=C(O)/C=C/c1ccc(S(=O)(=O)Nc2cccnc2)cc1
6%	-6%	-12%	1%	4%	41%[activator][57 µM]	8%[59 µM]	0%	-2	Cc1cccc(-n2nc3c(c2NC(=O)C(C)C)CSC3)c1
-3%	-3%	-4%	0%	6%	41%[activator]	·	0%	5	COc1ccc(CCn2cc(C#N)c(=O)[nH]c2=O)cc1OC
-16%	?	-21%[11.4 µM]	27%	11%	-5%	?	?	4	N#Cc1c(-c2ccccc2)nc(SCC(=O)N2c3ccccc3Sc3ccccc32)[nH]c1=O
-7%	11%	-15%	2%	-6%	13%	26%[0.501 µM]	8%	2	Cc1ccc(OCCC(=O)OCC(=O)NC(=O)NCc2ccccc2)cc1
3%	-4%	1%	3%	1%	30%	26%[12.7 µM]	-5%	3	CCOc1ccccc1NC(=O)CNC(=O)Cc1ccccc1
8%	-8%	-12%	5%	1%	21%	·	2%	2	Cc1ccc(S(=O)(=O)N(C)C)cc1NC(=O)CN1C(=O)NC(Cc2c[nH]c3ccccc23)C1=O (stereo unspecified)
-5%	-32%	136%[activator]	-2%	-6%	4%	?	0%	-4	Cc1ccccc1-c1nc(-c2ccc(Br)o2)no1
1%	7%	8%	-10%	4%	59%[activator]	-6%[59 µM]	2%	8	CCc1cc2c(=O)c(-c3cscn3)coc2cc1O
-1%	·	-10%&-10%	-3%	·	38%	·	20%&11%	-2	C[C@H]1CN(S(=O)(=O)c2c(F)cccc2F)CCN1S(=O)(=O)c1ccc2c(c1)OCCO2
i	-4%[57.1 µM]	-17%	-6%	0%	40%	18%	0%	8	C/C(=N\NC(=O)c1cccc(C)c1)c1cccc(NC(=O)c2ccco2)c1
-8%	6%	-7%	-1%	-3%	15%	?	-5%	1	COc1ccc(Cc2nnc(NC(=O)Cn3cnc4c3c(=O)n(C)c(=O)n4C)s2)cc1
-1%	?	-12%	10%	-6%	10%	·	-1%	-5	COc1cc(NS(=O)(=O)c2ccc(NC(=S)NC(=O)c3ccco3)cc2)nc(OC)n1
i	·	-13%	32%	-1%	17%	·	1%	4	Oc1cccc(CCc2ccccn2)c1
-3%	·	3.5µM*	-5%	-6%	7.1µM*	·	0%	0	O=C1N(Cc2ccccc2)CC2(Br)COCOC12O (stereo unspecified)
0%	4%	-12%	-8%	14%	46%[activator]	-44%	-2%	7	CCCSc1nc2ccccc2n1CC(=O)O
-9%	-19%	-11%	-14%	-10%	25%	-2%	-7%	8	CC(C)(C)c1ccc(C(=O)COC(=O)CN2C(=O)NC3(CCCC3)C2=O)cc1
1%	·	-3%	1%	1%	25%	·	3%	5	CC1CCCC(C)N1C(=O)COC(=O)c1ccc(Br)o1 (stereo unspecified)
i	-23%	-17%	1%	-5%	31%	-42%[12.7 µM]	-6%	-6	CC(=O)NCCC(=O)N1CCCC(CNC(=O)c2ccc(-c3ccccc3)cc2)C1 (stereo unspecified)
-4%	-1%	-3%	-3%	-2%	23%	-4%	-20%	2	CC(C)CC(=O)N=C1SC2CS(=O)(=O)CC2N1CCc1ccccc1 (stereo unspecified)
-8%	0%	2%	-6%	6%	20%	-33%	-1%	-3	Cc1nnc2ccc(-c3cccc(NC(=O)c4ccco4)c3)nn12
3%	3%	-9%	9%	-1%	21%[57 µM]	18%[59 µM]	3%	-8	O=C(CSc1nc2c([nH]c3ccccc32)c(=O)n1-c1cccc(Cl)c1)NCc1ccccc1
i	-1%	-7%	-2%	2%	30%	0%[59 µM]	-2%	-1	CNC(=O)C1CCN(C(=O)N2CC(C)Oc3ccc(C)cc32)CC1 (stereo unspecified)
-1%	8%	-16%	2%	-1%	24%	-2%[2.33 µM]	-2%	0	CC(C)C(C(=O)NC(C)(C)C)N1C(=O)c2ccccc2C1=O (stereo unspecified)
-9%	3%	-8%	-1%	-2%	25%	·	1%	-2	O=C(Nc1cc(Cl)c(Cl)cc1Cl)c1cccnc1
0%	6%	2%	-2%	1%	36%	-1%[59 µM]	-3%	-4	OC1(c2cn(Cc3ccccc3)nn2)CCCCC1
-13%	-19%	-24%	0%	-4%	17%	1%[59 µM]	0%	-4	COc1ccc(NC(=O)CSc2nc3nc(C)c(Cc4ccccc4)c(C)n3n2)cc1OC
-3%	4%[57.1 µM]	-20%	-12%	-1%	41%[activator]	-6%[12.7 µM]	9%	1	CCn1c(SCc2ccc(C(=O)Nc3nccs3)cc2)nnc1-c1ccc(NC(C)=O)cc1
-10%	5%	-13%	7%	-13%	13%	-3%[59 µM]	8%	3	CC1C/C(=N/NC(=O)c2cccc(F)c2)c2ccc(O)cc2C1 (stereo unspecified)
-7%	-10%	-8%	-12%	-5%	30%	6%	-16%	2	Cc1nn(C)c(=O)n1-c1ccccc1
i	-16%	-17%	-13%	0%	6%[57 µM]	-26%[59 µM]	4%	-4	COc1ccc(Cl)cc1NC(=O)CSc1nc2c([nH]c3ccccc32)c(=O)n1-c1ccccc1
11%	6%	-6%	3%	-10%	6%	50µM*	4%	1	CCOc1ccccc1NC(=O)COC(=O)c1c[nH]c2ccccc12
-5%	?	?	-2%	-7%	-12%	45µM*	-2%	2	O=C1c2ccccc2NC(c2cccc([N+](=O)[O-])c2)N1CCc1ccccc1 (stereo unspecified)
-5%	4%	21%	0%	-5%	24%	34%	0%	7	CCOC(=O)c1cnc(-c2ccccc2)nc1Oc1ccc(Cl)cc1
-10%	-8%	0%[11.4 µM]	-5%	0%	-4%	?	2%	0	O=C(NNC1=C(C(=O)C(F)(F)F)CCC1)c1ccncc1
2%	-8%	-32%	-13%	0%	6%	·	45%[activator]	2	C=CCn1cc(/C=C2/NC(=O)NC2=O)c2ccccc21
-7%	·	-8%	6%	1%	-4%	-38%	-7%	-2	COc1cccc(NC(=O)C2CCC(CNS(=O)(=O)c3cccs3)CC2)c1 (stereo unspecified)
-9%	4%	-8%	0%	7%	28%	14%	-3%	0	Cc1ccc(C(=O)OCC(=O)N(C)C2CCS(=O)(=O)C2)cc1[N+](=O)[O-] (stereo unspecified)
-2%	?	?	6%	0%	-12%	25µM*	-16%	-1	CCSc1ncc(/C=N/Nc2ccc(F)cc2)n1C
-5%	?	3%	-9%	-14%	93%[activator]	3%[0.501 µM]	-5%	1	Cn1c(-c2ccsc2)c(-c2cccs2)c2cc(Br)ccc21
-6%	-8%	-11%	-4%	10%	14%	0%[59 µM]	2%	1	Cc1nc2sccn2c(=O)c1S(=O)(=O)Nc1cc(C(F)(F)F)ccc1Cl
-8%	1%	9%	4%	-5%	28%	·	-1%	-6	CC1CCN(C(=O)c2ccc(N3C(=O)C4CCC(C)CC4C3=O)cc2)CC1 (stereo unspecified)
-8%	-39%	?	21%	-9%	-14%	?	7%	-11	Cc1ccc(NNC(N)=S)cc1Cl
9%	·	-4%	-4%	0%	29%	·	-3%	0	CC(C)NC(=O)N(C)C[C@H]1Oc2c(NC(=O)c3ccc(-c4nccs4)cc3)cccc2C(=O)N([C@@H](C)CO)C[C@H]1C
-7%	13%	14%	0%	-7%	23%	18%[59 µM]	-7%	-3	O=C(CNC(=O)c1ccccc1)Nc1cccc(C(F)(F)F)c1
-7%	-18%	-5%	-7%	11%	15%[57 µM]	-11%[12.7 µM]	-3%	-2	CC1(C)[C@H]2CC=C(CN3CCC(N4CCC(C(=O)N5CCCC5)CC4)CC3)[C@@H]1C2
